ELG1 repair inh = qHTS screen for small molecules that inhibit ELG1-dependent DNA repair in human embryonic kidney (HEK293T) cells expressing luciferase-tagged ELG1 | AID 504467, 2011 | HEK293T ELG1-luciferase reporter, luminescence, 16 h; DNA damage induced by 5-fluorouridine | 2.3% of 330,000 active | Potency, µM (doses to about 46.1 µM), for the others: top-dose activity change, negative = inhibition, actives largely listed as inhibitors; also: potency is read from the fitted curve at half-maximal effect; % is scaled to controls: 0 for no effect and ±100 for the full control effect; nearly all actives have a fitted effect of over 55% in size
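Luminescence from the luciferase reporter, measured 30 min after ONE-Glo reagent at room temperature, was the read-out. Beforehand, 2,000 cells per well were exposed for 16 hr at 37 °C to 5-fluorouridine together with compound or vehicle.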
hERG WT inh = qHTS for Inhibitors of KCHN2 3.1: Wildtype qHTS; Voltage-gated inwardly rectifying potassium channel KCNH2 (Homo sapiens), Q12809; U2OS, BacMam KCNH2, thallium flux FluxOr; hits give low values; activity change, % at 1.84 µM; 0.37% of 340,000 active;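 active = maximum activity change below -70%; inconclusive = maximum activity change between -70% and -50%; inactive = maximum activity change above -50%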; also: % is scaled to controls: 0 for no effect and ±100 for the full control effect
Target sequence (Q12809 whole entry, looked up): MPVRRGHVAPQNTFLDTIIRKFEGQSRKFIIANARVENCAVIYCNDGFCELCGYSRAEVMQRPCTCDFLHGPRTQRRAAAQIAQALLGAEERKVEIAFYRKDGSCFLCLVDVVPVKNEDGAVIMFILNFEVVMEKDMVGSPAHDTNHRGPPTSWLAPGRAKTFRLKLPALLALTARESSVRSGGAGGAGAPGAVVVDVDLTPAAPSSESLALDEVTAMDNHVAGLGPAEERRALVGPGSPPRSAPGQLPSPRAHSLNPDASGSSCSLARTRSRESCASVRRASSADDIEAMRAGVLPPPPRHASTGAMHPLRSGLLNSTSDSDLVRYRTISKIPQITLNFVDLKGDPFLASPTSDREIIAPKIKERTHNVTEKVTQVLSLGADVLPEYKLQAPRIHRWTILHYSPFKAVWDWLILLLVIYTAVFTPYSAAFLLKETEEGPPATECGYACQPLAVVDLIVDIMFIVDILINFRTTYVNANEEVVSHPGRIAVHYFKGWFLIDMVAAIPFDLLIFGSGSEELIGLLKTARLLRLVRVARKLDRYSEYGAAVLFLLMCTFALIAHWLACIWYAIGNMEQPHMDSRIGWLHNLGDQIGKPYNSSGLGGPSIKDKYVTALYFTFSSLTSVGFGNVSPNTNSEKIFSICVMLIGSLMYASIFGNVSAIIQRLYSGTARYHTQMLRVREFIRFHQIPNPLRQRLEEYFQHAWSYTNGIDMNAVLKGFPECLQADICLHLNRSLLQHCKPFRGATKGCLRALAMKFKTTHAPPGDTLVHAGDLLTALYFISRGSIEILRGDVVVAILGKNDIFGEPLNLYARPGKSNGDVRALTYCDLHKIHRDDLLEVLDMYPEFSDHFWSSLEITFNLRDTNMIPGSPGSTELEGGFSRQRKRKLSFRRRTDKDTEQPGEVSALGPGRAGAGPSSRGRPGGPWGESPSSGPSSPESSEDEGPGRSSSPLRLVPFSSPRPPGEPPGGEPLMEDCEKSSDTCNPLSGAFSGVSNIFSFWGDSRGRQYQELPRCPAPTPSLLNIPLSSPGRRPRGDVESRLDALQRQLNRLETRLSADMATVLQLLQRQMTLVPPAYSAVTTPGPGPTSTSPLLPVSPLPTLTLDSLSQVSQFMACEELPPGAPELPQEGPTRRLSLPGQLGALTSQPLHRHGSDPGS
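U2OS cells were transduced with wild-type KCNH2 virus (2.03 x 10^8 / mL) for 4 h at room temperature, then cultured overnight at 37 C. Thallium flux was read with FluxOr dye. Rate constants were normalized to DMSO controls.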
TCR act = Activators of T cell receptors: qHTS campaign | primary human leukocytes, anti-CD3, IL-2 HTRF, 48 h | Potency, µM (series often up to 9.22 µM), inactives show top-dose activation of IL-2 secretion, most hits filed as activators | 330,000 tested, under 10 active | AID 504894, 2011; also: % of control where 0% means no effect
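48 hr co-incubation of compounds, a-CD3 beads and primary human leukocytes; IL-2 quantified homogeneously by HTRF with anti-IL-2 K and d2 conjugates.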
USP2a inh = qHTS Assay for Inhibitors of Ubiquitin-specific Protease USP2a Using CHOP2 as the Reporter | Ubiquitin carboxyl-terminal hydrolase 2 (Homo sapiens), O75604 | USP2 core, Ub-CHOP2 coupled fluorogenic reporter, 485/531 | Potency, µM (series often up to 38.3 µM), for the others: at the highest dose activity change, negative = inhibition, actives largely listed as inhibitors | 0.01% of 330,000 active;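 also: potency is read from the fitted curve at half-maximal effect; plate controls were DMSO wells for no effect and full inhibition by NEM control for full effect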
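Cell-free coupled assay: 10nM USP2 core preincubated 30min RT with compound in Tris-HCl pH 8.0/CaCl2/CHAPS buffer, then 25nM Ub-CHOP2 and 25nM reporter substrate; fluorescence (Ex 485/Em 531) read after 60min RT, normalized to NEM inhibition, concentration-response curves fitted.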
KCNH2 3.1 block = qHTS for Inhibitors of KCHN2 3.1: Mutant qHTS | U2OS KCNH2 3.1, thallium flux FluxOr; hits give low values | 0.95% of 340,000 active | activity change, % (tested at about 1.8 µM) | Potassium voltage-gated channel subfamily H member 2, brain isoform KCNH2 3.1 (human);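 active = maximum activity change below -70%; inconclusive = maximum activity change from -70% to -50%; inactive = maximum activity change above -50%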;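 also: thallium influx rate constant from kinetic fluorescence after stimulation buffer; % is scaled to controls: 0 for no effect and ±100 for the full control effect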
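Steps: virus added to U2OS suspension (4 h, RT, dark); medium with 10% FBS added, cells plated, 37 C overnight; FluxOr/Red40 loading buffer 45 min RT; stimulation buffer, 2 min kinetic read; rate constant normalized.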
Mito fusion yeast = qHTS Assay for Small Molecule Inhibitors of Mitochondrial Division or Activators of Mitochondrial Fusion; Potency, µM (series often up to 46.1 µM), without a hit: top-dose growth rescue (activation), usual class: activators; AID 485298, 2010; S. cerevisiae fusion-defective mutant growth rescue, CellTiterGlo 48 h; 0.23% of 320,000 active;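 also: potency is read from the fitted curve at half-maximal effect; % of control where 0% means no effect; nearly all actives have a fitted effect of over 45% in size; temperature-sensitive fusion mutants such as fzo1-1 at 37 °C on non-fermentable ethanol glycerol medium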
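S. cerevisiae fusion-defective temperature-sensitive mutants (e.g. fzo1-1, mgm1-5) grown 48 h at 37C in YPEG (ethanol/glycerol non-fermentable) medium with 23 nl compound per well; growth rescue read as CellTiterGlo luminescence.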
A-T KAP1 phos = qHTS Assay for Identifying a Potential Treatment of Ataxia-Telangiectasia. AID 485349, 2010. Potency, µM (top dose mostly 57.5 µM), for the others: at the top dose activation, actives largely listed as activators. […] A-T fibroblasts, KAP-1 phosphorylation AlphaLISA; neocarzinostatin DNA damage 30 min before lysis. 0.19% of 320,000 active; also: potency is read from the fitted curve at half-maximal effect; % of control where 0% means no effect; nearly all actives have a fitted effect of over 45% in size
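ATM-like activity read as KAP-1 phosphorylation via AlphaLISA donor/acceptor antibody pairs after lysis and 6 hr at 25C. Cells were ATM-null patient fibroblasts ([…], hTERT), dosed 60 min, then exposed to the DSB inducer NCS for 30 min.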
TRPV1 ag = HTS Assay for Compounds that Act as Agonists of the Vanilloid Receptor 1; TRPV1-expressing cells, Fluo-8 calcium influx, agonist mode; activation, % at 8.33 µM; 0.19% of 320,000 active; AID 540275, 2011; in the data active = activation above about 80%; inconclusive = between about 30% and that limit; also: 0% is about no effect
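Fluo-8 calcium influx in TRPV1-expressing cells, kinetic read (ex 480/em 520 nm). Compound added and read 3 min for agonist activity, followed by capsaicin at EC20 final and 2 min further read for enhancement.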
Eya2 phos inh = qHTS Assay for Inhibitors of the Phosphatase Activity of Eya2. recombinant Eya2, OMFP fluorescence dephosphorylation (OMFP is methylfluorescein phosphate). 0.006% of 330,000 active. AID 488837, 2010. Potency, µM (doses to about 76.9 µM), inactives show at the top dose activity, negative = inhibition, actives largely listed as inhibitors; also: potency is read from the fitted curve at half-maximal effect; % is scaled to controls: 0 for no effect and ±100 for the full control effect
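Eya2 (0.2 uM) preincubated 10 min at ambient with compound, then OMFP substrate added at 50 uM; 10 min reaction in 50 mM HEPES pH 7.5, 50 mM NaCl, 5 uM MgCl2, 0.05% BSA, 1 mM DTT. Fluorescence read at Ex 485/Em 525 nm.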
TSHR antagonist = Antagonists of the Thyroid Stimulating Hormone Receptor: HTS campaign; 0.2% of 330,000 active; AID 504810, 2011; TSHR-expressing cells, TSH-stimulated cAMP HTRF, 2 h; hits give low values; Thyrotropin receptor (Homo sapiens), P16473; activity change, negative = inhibition, % at 11.5 µM;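 active = activity change below a set negative limit, meaning inhibition stronger than a set level, cut at about -70% in these data; inconclusive = activity change between two set negative limits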; also: % is scaled to controls: 0 for no effect and ±100 for the full control effect
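Competitive HTRF cAMP read-out (cryptate anti-cAMP antibody, cAMP-d2; 30 min, room temperature) in freshly harvested TSHR cells. Compounds added before TSH at EC80 (4nM final), followed by 2 hours' incubation at 37 deg C.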
Active calls of the source: *; [ ] = dose if it differs, or a comment. Unless noted, calls follow the shape of the dose curve; as a rule, active = well fitted curve in the direction sought with a large enough effect; inconclusive = small, poorly fitted or top-dose-only effect, or another doubt; inactive = no such curve, though single readings can be large; an effect the other way counts as inactive or inconclusive. Not all compounds are listed; rates above refer to the full screens.

What do the screens show for `N#C/C(=C\c1ccc(N2CCOCC2)o1)C(=O)NC1CCCCC1`?
ELG1 repair inh: 6%; hERG WT inh: -3; TCR act: 2%; USP2a inh: inconclusive; KCNH2 3.1 block: -11; Mito fusion yeast: 1%; A-T KAP1 phos: -8%; TRPV1 ag: 26; Eya2 phos inh: 26%; TSHR antagonist: -7

How did CCn1c(SCC(=O)N/N=C\c2ccccc2OCC(=O)O)nnc1-c1ccc(Cl)cc1 do in these assays?
ELG1 repair inh: 1%; hERG WT inh: 1; TCR act: -49%; USP2a inh: 0%; KCNH2 3.1 block: 8; Mito fusion yeast: 0%; A-T KAP1 phos: -8%; TRPV1 ag: -3; Eya2 phos inh: 3%; TSHR antagonist: 0

What do the screens show for `O=C(Nc1cccc(Cl)c1)c1cncn1-c1ccc(F)cc1`?
ELG1 repair inh: inconclusive; hERG WT inh: 5; TCR act: 1%; USP2a inh: -13%; KCNH2 3.1 block: -38; Mito fusion yeast: 21%; A-T KAP1 phos: 38%; TRPV1 ag: -4; Eya2 phos inh: -9%; TSHR antagonist: 9

What do the screens show for `CN1CCN(S(=O)(=O)c2ccc(Nc3cccc(Cl)c3)c([N+](=O)[O-])c2)CC1`?
ELG1 repair inh: 3%; hERG WT inh: 2; TCR act: 1%; USP2a inh: 3%; KCNH2 3.1 block: 0; Mito fusion yeast: 8%; A-T KAP1 phos: 0%; TRPV1 ag: 9; Eya2 phos inh: 10%; TSHR antagonist: 2

What do the screens show for `O=C(Nc1ccc(Cl)c(C(F)(F)F)c1)NC1CC2CCCC(C1)N2Cc1ccccc1` (stereo not drawn)?
ELG1 repair inh: -29%; hERG WT inh: -6; TCR act: -2%; USP2a inh: 1%; KCNH2 3.1 block: inconclusive; Mito fusion yeast: 5%; A-T KAP1 phos: 4%; TRPV1 ag: -1; Eya2 phos inh: -17%; TSHR antagonist: -6

How did O=c1c2nnn(-c3ccc(Br)cc3)c2ncn1Cc1ccccn1 do in these assays?
ELG1 repair inh: 5%; hERG WT inh: -23; TCR act: 3%; USP2a inh: 0%; KCNH2 3.1 block: -9; Mito fusion yeast: -4%; A-T KAP1 phos: 2%; TRPV1 ag: inconclusive; Eya2 phos inh: 6%; TSHR antagonist: 0

How did COc1cc(C(CC(=O)Nc2cccc(C)n2)N2Cc3ccccc3C2=O)cc(OC)c1OC (stereo not drawn) do in these assays?
ELG1 repair inh: inconclusive; hERG WT inh: 0; TCR act: 0%; USP2a inh: 2%; KCNH2 3.1 block: 17; Mito fusion yeast: 5%; A-T KAP1 phos: 2%; TRPV1 ag: 1; Eya2 phos inh: 4%; TSHR antagonist: 4

What do the screens show for `COc1ccc(-c2cc(C)no2)cc1S(=O)(=O)NCCCN(C)Cc1ccccc1`?
ELG1 repair inh: 10%; hERG WT inh: 7; TCR act: 0%; USP2a inh: 2%; KCNH2 3.1 block: 9; Mito fusion yeast: -4%; A-T KAP1 phos: -4%; TRPV1 ag: 8; Eya2 phos inh: 0%; TSHR antagonist: 5

Results for O=C(Nc1cccnc1)c1noc2c1CCCCC2 ?
ELG1 repair inh: inconclusive; hERG WT inh: -9; TCR act: 0%; USP2a inh: 1%; KCNH2 3.1 block: 1; Mito fusion yeast: 5%; A-T KAP1 phos: -1%; TRPV1 ag: 0; Eya2 phos inh: -1%; TSHR antagonist: -3

What do the screens show for `COCCNC(=O)c1ccc(CN2CCOCC2)cc1`?
ELG1 repair inh: 16%; hERG WT inh: -133*; TCR act: -8%[46.1 µM]; USP2a inh: -5%; KCNH2 3.1 block: -9; Mito fusion yeast: 0%; A-T KAP1 phos: 5%; TRPV1 ag: 2; Eya2 phos inh: 1%; TSHR antagonist: 19

How did O=C(O)CN1C(=O)/C(=C/c2ccc(N3CCCCC3)o2)SC1=S do in these assays?
ELG1 repair inh: -4%; hERG WT inh: -1; TCR act: -9%; USP2a inh: 13%; KCNH2 3.1 block: -13; Mito fusion yeast: 0%; A-T KAP1 phos: -13%; TRPV1 ag: -2; Eya2 phos inh: inconclusive; TSHR antagonist: 5

Results for CCCCC1CC1C(=O)Nc1ncc2c(n1)CC(C)(C)CC2=O (stereo not drawn) ?
ELG1 repair inh: -13%; hERG WT inh: 1; TCR act: 5%; USP2a inh: 1%; KCNH2 3.1 block: -7; Mito fusion yeast: 11%; A-T KAP1 phos: 1%; TRPV1 ag: 17; Eya2 phos inh: -31%; TSHR antagonist: -35

What do the screens show for `COc1cccc(Nc2nc(N)c([N+](=O)[O-])c(N3CCOCC3)n2)c1`?
ELG1 repair inh: 23µM*; hERG WT inh: 2; TCR act: -1%; USP2a inh: -1%; KCNH2 3.1 block: 4; Mito fusion yeast: -24%; A-T KAP1 phos: -30%; TRPV1 ag: -2; Eya2 phos inh: -9%; TSHR antagonist: -4

What do the screens show for `O=C(Nc1nccs1)C1C2/C=C\CCCCC21` (stereo not drawn)?
ELG1 repair inh: 27%; hERG WT inh: 9; TCR act: -20%; USP2a inh: 0%; KCNH2 3.1 block: -14; Mito fusion yeast: -5%; A-T KAP1 phos: 3%; TRPV1 ag: 22; Eya2 phos inh: 0%; TSHR antagonist: -7

Results for O=C(CN1C(=O)COc2ccccc21)NCCCN1CCOCC1 ?
ELG1 repair inh: 15%; hERG WT inh: -2; TCR act: 3%; USP2a inh: 0%; KCNH2 3.1 block: -11; Mito fusion yeast: -1%; A-T KAP1 phos: 2%; TRPV1 ag: 0; Eya2 phos inh: 12%; TSHR antagonist: 9

How did [O-][n+]1ccccc1SC/C=C/c1ccccc1 do in these assays?
ELG1 repair inh: inconclusive; hERG WT inh: 11; TCR act: 2%; USP2a inh: 4%; KCNH2 3.1 block: -4; Mito fusion yeast: -5%; A-T KAP1 phos: -1%; TRPV1 ag: 1; Eya2 phos inh: -2%; TSHR antagonist: -1

What do the screens show for `CC(C)(C)C(=O)NC(Nc1cccc2cccnc12)C(Cl)(Cl)Cl` (stereo not drawn)?
ELG1 repair inh: 1%; hERG WT inh: 6; TCR act: -7%; USP2a inh: 0%; KCNH2 3.1 block: -14; Mito fusion yeast: 1%; A-T KAP1 phos: 0%; TRPV1 ag: -5; Eya2 phos inh: 4%; TSHR antagonist: -12

What do the screens show for `COc1ccc(NC(=O)CCNC(=O)c2ccc([N+](=O)[O-])cc2)cc1S(=O)(=O)N1CCOCC1`?
ELG1 repair inh: inconclusive; hERG WT inh: 4; TCR act: 2%; USP2a inh: 1%; KCNH2 3.1 block: -9; Mito fusion yeast: 10%; A-T KAP1 phos: 1%; TRPV1 ag: -2; Eya2 phos inh: -12%; TSHR antagonist: -10

What do the screens show for `CCN(CC(=O)NCc1ccc(Cl)cc1)C(=O)NCc1ccc(Cl)cc1`?
ELG1 repair inh: -18%; hERG WT inh: 20; TCR act: 0%; USP2a inh: 1%; KCNH2 3.1 block: -18; Mito fusion yeast: 8%; A-T KAP1 phos: -1%; TRPV1 ag: 0; Eya2 phos inh: 3%; TSHR antagonist: 9

Results for CCOC(=O)c1ccc(NC(=O)CCCN2C(=O)NC3(CCCC3)C2=O)cc1 ?
ELG1 repair inh: inconclusive; hERG WT inh: -2; TCR act: -3%; USP2a inh: 0%; KCNH2 3.1 block: 24; Mito fusion yeast: -4%; A-T KAP1 phos: -6%; TRPV1 ag: 13; Eya2 phos inh: -5%; TSHR antagonist: 9

Results for C(=N\n1cnnc1)/C1CCCCC1 ?
ELG1 repair inh: 4%; hERG WT inh: 5; TCR act: -1%; USP2a inh: 0%; KCNH2 3.1 block: -2; Mito fusion yeast: 2%; A-T KAP1 phos: 6%; TRPV1 ag: -2; Eya2 phos inh: 25%; TSHR antagonist: -6

What do the screens show for `CC1CN(CCCOc2ccc([N+](=O)[O-])cc2)CC(C)O1` (stereo not drawn)?
ELG1 repair inh: 3%; hERG WT inh: 7; TCR act: -2%[46.1 µM]; USP2a inh: -1%; KCNH2 3.1 block: inconclusive; Mito fusion yeast: 6%; A-T KAP1 phos: 7%; TRPV1 ag: -1; Eya2 phos inh: 0%; TSHR antagonist: 14
